FLuc inh counter – firefly luciferase enzyme inhibitors, primary screen, artefact control for luciferase-based inhibitor screens, biochemical, luminescence, ATPLite; Luciferin 4-monooxygenase (Photinus pyralis), P08659; 10 min; inhibition, % at 10 µM; 1.5% of 200,000 active; AID 1006, 2008;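 active = inhibition above about 50% when tested at 10 µM, limit read from the data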
Target sequence (P08659 whole entry, looked up): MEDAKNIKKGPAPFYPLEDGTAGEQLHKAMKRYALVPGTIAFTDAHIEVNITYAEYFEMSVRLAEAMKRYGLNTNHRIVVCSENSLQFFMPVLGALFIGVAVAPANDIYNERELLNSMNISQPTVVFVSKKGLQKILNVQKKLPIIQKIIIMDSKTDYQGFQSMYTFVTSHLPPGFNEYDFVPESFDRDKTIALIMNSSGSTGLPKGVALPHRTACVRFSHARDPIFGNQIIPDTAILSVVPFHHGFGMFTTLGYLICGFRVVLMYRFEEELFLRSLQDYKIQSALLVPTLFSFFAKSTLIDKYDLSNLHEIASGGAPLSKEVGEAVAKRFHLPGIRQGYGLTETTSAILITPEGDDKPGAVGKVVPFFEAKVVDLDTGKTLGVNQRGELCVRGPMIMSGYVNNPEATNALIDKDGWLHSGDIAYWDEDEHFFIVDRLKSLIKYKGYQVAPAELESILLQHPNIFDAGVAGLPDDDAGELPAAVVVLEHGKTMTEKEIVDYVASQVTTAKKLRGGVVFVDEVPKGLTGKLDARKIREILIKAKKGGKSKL
STAT3 activator – IL-6 driven STAT3 reporter potentiators, primary screen, U3A cells, luciferase, luminescence, MLSCN library. 0.91% of 190,000 active. activation (% of control), % at 5.6 µM. IL-6 STAT3-luciferase reporter; 100% = signal with IL-6 EC80 alone. AID 871, 2007;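 active = activation above the screen-wide mean of compound activation plus 3 SD, cut at about 130% in these data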;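 also: 0% = background luminescence of wells with medium and substrate only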
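Material: STAT3-luciferase reporter U3A cells; Probe or stimulus: IL-6 (33 ng/mL); Incubation: compound pre-incubation 1 h before IL-6, then 6 h stimulation at 37 °C; Technique: luminescence from STAT3-driven luciferase reporter; Evaluation: % activation versus median of IL-6-stimulated wells; Controls: IL-6-only high control.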
STAT1 act – STAT1 signaling activators, primary screen, cell-based, HTS, luciferase reporter | NIH 3T3 STAT1-luciferase reporter, IFN-gamma, luminescence; 100% = IFN-gamma alone, no compound | 2.6% of 200,000 active | activation (% of control), % at 5.5 µM;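 active = activation above the screen-wide mean activation plus 3 SD, cut at about 130% in these data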;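 also: raw ratio to IFN-gamma control signal so 100% means no change and 0% no light; values of inactives mirror those of a sister screen read the other way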
APP transl inh – inhibitors of APP translation via 5'UTR reporter, primary screen, APP 5'UTR luciferase, SH-SY5Y cells; SH-SY5Y APP 5'UTR-luciferase reporter, luminescence; inhibition, % at 2 µM; 0.82% of 190,000 active; AID 1285, 2008;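 active = inhibition above a set limit, derived from the sample mean plus 3 SD, cut at about 45% in these data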; also: values of inactives mirror those of a sister screen read the other way
Hsp70 act – Hsp70 transcriptional activators, primary screen, cell-based, HeLa, Hsp70 promoter luciferase, luminescence, 10 µM | activation, % at 10 µM | HeLa Hsp70 promoter luciferase reporter; scaled: vehicle 0, proteasome-inhibitor control 100% | 0.04% of 200,000 active;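 active = activation above the mean across all tested compounds plus 3 SD, cutoff set per campaign, cut at about 5.5% in these data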;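 also: 100% = MG132 at 30 µM as the positive control and 0% = DMSO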
RAM network inh – inhibitors of the yeast RAM network, primary screen, dse1pr::URA3 reporter, 5-FOA selection | 1.8% of 190,000 active | AID 868, 2007 | inhibition, % at 50 µM | S. cerevisiae dse1pr::URA3 reporter, 5-FOA growth OD615, 2 d; analog-sensitive cbk1-as2 kinase mutant strain;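 active = inhibition above a set limit, 3 SD over mean compound inhibition, cut at about 8.4% in these data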;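 also: 0% = DMSO-only wells with no growth and 100% = 10 µM 1-NA-PP1 full growth; inhibition rescues growth on 5-FOA so higher OD means more RAM inhibition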
APP 5'UTR act – activators of APP 5'UTR luciferase reporter, primary screen, SH-SY5Y cells; SH-SY5Y APP 5'UTR luciferase reporter, luminescence; zero percent = DMSO vehicle wells; AID 1276, 2008; activation, % at 2 µM; 1% of 190,000 active;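 active = activation above a set limit, based on mean plus 3 SD of controls, cut at about 140% in these data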; also: values of inactives mirror those of a sister screen read the other way
NF-kB neuron act – activators of NF-kB expression in neurons, primary screen, cell-based, HTS; human neuronal cells, NF-kB reporter expression; stronger effect = higher value; fold change at 12.5 µM; 1.6% of 190,000 active; AID 1239, 2008; in the data active = fold change above about 3.3
STAT3 blocker – IL-6 driven STAT3 reporter inhibitors, primary screen, U3A cells, luciferase, luminescence, MLSCN library | 0.89% of 190,000 active | AID 862, 2007 | IL-6 STAT3-luciferase reporter; host cell line lacks STAT1 | inhibition, % at 5.5 µM;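 active = inhibition above the mean inhibition across all screened compounds plus 3 SD, cut at about 44% in these data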;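 also: 0% = DMSO only wells and 100% = 100 µM nifuroxazide control wells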
STAT1 inh – STAT1 signaling inhibitors, primary screen, cell-based, HTS, luciferase reporter; NIH 3T3 STAT1-luciferase reporter, IFN-gamma, luminescence; inhibition, % at 5.5 µM; 0.35% of 200,000 active;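 active = inhibition above a set limit, the mean inhibition across all tested compounds plus 3 SD, cut at about 34% in these data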;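 also: 0% = IFN-gamma with DMSO and 100% = IFN-gamma with 300 µM nifuroxazide; values of inactives mirror those of a sister screen read the other way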
* hit, by the source's call; / = no result given.

SMILES	FLuc inh counter	STAT3 activator	STAT1 act	APP transl inh	Hsp70 act	RAM network inh	APP 5'UTR act	NF-kB neuron act	STAT3 blocker	STAT1 inh
CCOC(=O)c1snc2c(=O)[nH]cnc12	-6.7	97.5	90.2	14.0	-0.2	2.0	-14.0	1.23	5.9	10.8
CCOC(=O)c1ccc(NC(=O)CSc2nnc(C3CC3)n2C)cc1	3.8	103.6	97.1	3.0	0.2	2.9	-3.0	1.25	-3.4	3.2
CC(C)c1cc(C(=O)NNC(=S)NCc2ccco2)c(O)c(C(C)C)c1	-2.8	105.8	103.6	5.1	-0.5	0.6	-5.1	0.65	-3.5	-4.0
C=CCc1cccc(/C=N/n2c(C)nnc2C)c1O	-7.9	94.1	97.4	-2.2	-0.3	1.4	2.2	1.12	10.9	2.8
O=C(CCC1CCCC1)Nc1ccon1	-3.9	102.3	101.1	-26.3	-0.4	0.8	26.3	1.22	2.2	-1.2
COc1ccc(S(=O)(=O)N(CC(=O)N2CCN(C)CC2)c2ccc(C)cc2)cc1OC	-3.5	102.4	96.2	2.2	-0.4	1.5	-2.2	1.21	-3.0	1.6
CCCCn1c(CN2CCN(c3cccc(Cl)c3)CC2)nc2c1c(=O)n(C)c(=O)n2C	-1.5	102.5	100.7	2.3	-0.3	0.0	-2.3	0.95	1.1	-0.8
CCn1c(CSc2nc3ccccc3s2)nnc1SCC(=O)c1ccc(O)cc1O	-5.0	118.0	102.5	2.2	-0.4	2.5	-2.2	0.97	-14.4	-2.7
CC(C)(C)C(=O)CSc1nnc(-c2cccs2)n1CC1CCCO1 (stereo unspecified)	-6.1	105.4	97.4	-17.2	-0.1	0.8	17.2	1.12	-2.8	2.8
c1ccc(C2CCC(N3CCC(N4CCCCC4)CC3)CC2)cc1 (stereo unspecified)	-11.8	99.5	99.3	-10.3	-0.4	0.9	10.3	0.64	5.2	0.8
Cc1ccccc1C(=O)NC(=S)NCCc1ccccc1	-3.0	97.9	100.0	-8.7	-0.3	-0.1	8.7	1.38	6.3	0.1
CC(=O)Nc1ccc(N(C(=O)CNC(=O)c2ccco2)C(C(=O)NCc2ccco2)c2ccccc2F)cc1 (stereo unspecified)	-2.6	85.7	97.0	-9.6	0.0	4.2	9.6	1.38	20.6	1.8
COc1ccc(/C(O)=C2/C(=O)C(=O)N(CCN3CCOCC3)C2c2ccccn2)cc1OC (stereo unspecified)	-5.7	111.2	123.1	9.6	-0.4	0.5	-9.6	1.21	-10.9	-25.1
CC1CCN(S(=O)(=O)c2ccc(-c3nnc(SCc4cccnc4)o3)cc2)CC1	-8.1	103.7	94.5	7.6	0.0	7.2	-7.6	0.93	1.3	6.0
Cc1ccccc1NC(=O)c1cc(S(=O)(=O)N2CCOCC2)cs1	-6.5	99.4	102.3	7.5	-0.3	0.8	-7.5	1.21	4.4	-2.5
CC(C(=O)Nc1ncn[nH]1)N1C(=O)c2ccccc2C1=O (stereo unspecified)	-4.2	103.5	101.9	-3.6	0.0	0.0	3.6	0.73	-3.2	-2.1
O=C(NCc1cccnc1)c1ccc(Cn2c(=S)[nH]c3ccc(Br)cc3c2=O)cc1	-4.7	106.9	99.3	-13.3	-0.1	2.4	13.3	1.13	-6.1	0.2
CC(C)c1nnc(NC(=O)CCC(=O)N2CCN(C3c4ccccc4-c4ccccc43)CC2)s1	-6.4	99.0	95.0	7.0	-0.3	-1.1	-7.0	1.15	0.6	5.6
Cc1[nH]c2ccccc2c1C(C[N+](=O)[O-])c1cccs1 (stereo unspecified)	-3.4	101.8	94.0	-13.6	-0.3	1.1	13.6	0.91	3.0	7.9
CC(C)C(c1nnnn1C1CCCC1)N1CCN(c2ccccc2F)CC1 (stereo unspecified)	0.8	103.1	103.3	6.4	-0.2	1.8	-6.4	0.92	-1.7	-3.6
CCOC(=O)CCSCC(=O)N1N=C(c2cccs2)CC1c1ccc(C)cc1 (stereo unspecified)	-5.8	113.8	99.1	0.2	-0.2	9.3*	-0.2	1	-16.5	1.0
CN(C)CCOc1ccccc1C(C)(C)C	-4.2	105.6	96.5	-3.1	-0.4	0.9	3.1	1.04	-0.3	3.7
COc1ncnc(OC)c1NC(=O)c1ccc(F)cc1	-6.3	103.6	98.7	-1.2	-0.3	0.4	1.2	1.16	1.1	1.4
O=C(OCc1ccccc1)c1cccc(-c2nnn(Cc3ccccc3)n2)c1	-1.8	105.9	115.0	-20.3	0.8	4.4	20.3	1.54	-5.5	-16.3
COc1ccccc1NC(=O)COc1ccc(/C=N/NC(=O)CSCc2cc(C)cc(C)c2)cc1	-6.1	80.8	90.2	-0.1	-0.3	6.3	0.1	1.05	26.0	10.8
O=C(CSc1ccc(-c2cccc([N+](=O)[O-])c2)nn1)NC1CCCC1	-5.3	98.2	102.0	-1.4	-0.1	1.4	1.4	1.23	6.8	-2.2
Cc1nc(N2CCN(C)CC2)c2c(C)c(C(=O)Nc3ccc(F)cc3)sc2n1	-5.0	91.1	98.0	-2.3	0.3	0.7	2.3	0.78	10.7	4.4
COc1cc(NC(=O)C(C)Oc2ccccc2)c(C(=O)O)cc1OC (stereo unspecified)	-5.3	98.4	105.0	-7.2	0.0	1.9	7.2	0.89	4.9	-0.1
CCOC(=O)C(NCCc1ccccc1F)(NC(C)=O)C(F)(F)F (stereo unspecified)	-4.4	95.3	97.1	-1.0	0.0	1.0	1.0	1.07	5.8	3.4
CCc1nnc(NC(=O)Cc2cc(OC)c(OC)c(OC)c2)s1	-7.3	104.5	95.8	7.4	-0.2	-0.7	-7.4	1.23	-4.1	3.1
CC1(C)CC(=O)N(c2ccccc2)C1(C)O (stereo unspecified)	-4.7	99.0	98.5	5.3	0.0	-0.2	-5.3	1.66	3.2	1.6
COc1ccc(N2C(=O)C3NN=C(C(=O)OCc4ccccc4)C3C2=O)cc1 (stereo unspecified)	-5.9	100.7	102.0	11.0	-0.2	0.0	-11.0	1	3.7	-3.8
CCCc1cc(=O)[nH]c(SCC(=O)NC)n1	-8.4	96.6	102.1	-13.0	0.0	0.3	13.0	0.88	6.9	-2.4
CCc1ccc(C2=C/C(=C/c3cccnc3)C(=O)O2)cc1	32.0	106.5	108.4	-2.4	-0.1	-1.0	2.4	1.4	-9.1	-9.4
CC(=C/c1ccccc1)/C=N/n1cnnc1	-7.1	88.3	93.2	4.1	-0.2	1.9	-4.1	0.9	17.6	7.5
C=C1CSc2nc(=O)c3c4c(sc3n21)CCCC4	-3.6	96.5	109.4	-12.2	0.1	0.3	12.2	1.33	6.8	-10.3
CCCCn1c(SCC(=O)Nc2cc(C(F)(F)F)cc(C(F)(F)F)c2)nnc1C(CC)N(C)C (stereo unspecified)	-10.8	103.2	102.1	-4.4	-0.3	-0.8	4.4	1.18	-6.6	0.1
CC(=O)Oc1ccc(-c2csc(Nc3ccc(S(N)(=O)=O)cc3)n2)cc1	-3.8	73.3	94.5	-15.6	0.0	7.1	15.6	1.69	35.0	5.5
O=S(=O)([O-])CCC[N+]1(CC#Cc2ccccc2)CCCCC1	-4.9	89.3	97.0	-12.6	0.0	0.8	12.6	1.2	14.6	2.1
CC(=O)c1cc(-c2ccccc2)n(CC(=O)NC2CCCC2)c1C	1.4	101.7	98.9	1.7	-0.3	5.6	-1.7	0.98	1.4	1.2

Exported as a markdown table: entries from further up.
| Compound | FLuc inh counter | STAT3 activator | STAT1 act | APP transl inh | Hsp70 act | RAM network inh | APP 5'UTR act | NF-kB neuron act | STAT3 blocker | STAT1 inh |
| --- | --- | --- | --- | --- | --- | --- | --- | --- | --- | --- |
| CCOC(=O)CCSCC(=O)N1N=C(c2cccs2)CC1c1ccc(C)cc1 (stereo unspecified) | -5.8 | 113.8 | 99.1 | 0.2 | -0.2 | 9.3* | -0.2 | 1 | -16.5 | 1.0 |
| CN(C)CCOc1ccccc1C(C)(C)C | -4.2 | 105.6 | 96.5 | -3.1 | -0.4 | 0.9 | 3.1 | 1.04 | -0.3 | 3.7 |
| COc1ncnc(OC)c1NC(=O)c1ccc(F)cc1 | -6.3 | 103.6 | 98.7 | -1.2 | -0.3 | 0.4 | 1.2 | 1.16 | 1.1 | 1.4 |
| O=C(OCc1ccccc1)c1cccc(-c2nnn(Cc3ccccc3)n2)c1 | -1.8 | 105.9 | 115.0 | -20.3 | 0.8 | 4.4 | 20.3 | 1.54 | -5.5 | -16.3 |
| COc1ccccc1NC(=O)COc1ccc(/C=N/NC(=O)CSCc2cc(C)cc(C)c2)cc1 | -6.1 | 80.8 | 90.2 | -0.1 | -0.3 | 6.3 | 0.1 | 1.05 | 26.0 | 10.8 |
| O=C(CSc1ccc(-c2cccc([N+](=O)[O-])c2)nn1)NC1CCCC1 | -5.3 | 98.2 | 102.0 | -1.4 | -0.1 | 1.4 | 1.4 | 1.23 | 6.8 | -2.2 |
| Cc1nc(N2CCN(C)CC2)c2c(C)c(C(=O)Nc3ccc(F)cc3)sc2n1 | -5.0 | 91.1 | 98.0 | -2.3 | 0.3 | 0.7 | 2.3 | 0.78 | 10.7 | 4.4 |
| COc1cc(NC(=O)C(C)Oc2ccccc2)c(C(=O)O)cc1OC (stereo unspecified) | -5.3 | 98.4 | 105.0 | -7.2 | 0.0 | 1.9 | 7.2 | 0.89 | 4.9 | -0.1 |
| CCOC(=O)C(NCCc1ccccc1F)(NC(C)=O)C(F)(F)F (stereo unspecified) | -4.4 | 95.3 | 97.1 | -1.0 | 0.0 | 1.0 | 1.0 | 1.07 | 5.8 | 3.4 |
| CCc1nnc(NC(=O)Cc2cc(OC)c(OC)c(OC)c2)s1 | -7.3 | 104.5 | 95.8 | 7.4 | -0.2 | -0.7 | -7.4 | 1.23 | -4.1 | 3.1 |

Other structures.
SMILES	FLuc inh counter	STAT3 activator	STAT1 act	APP transl inh	Hsp70 act	RAM network inh	APP 5'UTR act	NF-kB neuron act	STAT3 blocker	STAT1 inh
O=S(=O)(NCCc1ccccc1)c1cccc2nsnc12	-6.7	101.3	106.9	-1.3	-0.1	1.4	1.3	1.11	-1.4	-7.5
O=S(=O)(CCc1ccccc1)/N=C/c1cccs1	-8.7	99.4	103.6	-43.1	-0.2	0.8	77.5	1.27	7.0	-5.0
CCOC(=O)CC(=O)CSc1nc2cc(C)ccc2cc1C	-1.8	128.6	99.7	-7.4	0.2	-0.2	7.4	0.88	-28.3	0.3
CC(C)c1ccc(C(=O)NCCCc2ccccc2)cc1	7.6	128.6	130.7*	/	-0.1	5.4	/	4*	-25.1	-33.3

Screening results from PubChem BioAssay.
